Screens deposited in PubChem by National Center for Advancing Translational Sciences (NCATS).
IDH1 R132H inh = blocks human mutant IDH1 R132H enzyme | O75874 | IDH1-R132H enzyme, NADPH consumption, diaphorase/resazurin fluorescence | Potency, µM (titrated, usually from 76.6 µM), inactives show at the highest dose activity change, negative = inhibition, usual class: inhibitors | 0.093% of 390,000 active; note: potency is the fitted concentration of half-maximal effect; % is set by controls: 0 for no effect and ±100 for the full control effect; nearly all actives have a fitted effect of over 65% in size
Target sequence (O75874 whole entry R132H, stated change not applied): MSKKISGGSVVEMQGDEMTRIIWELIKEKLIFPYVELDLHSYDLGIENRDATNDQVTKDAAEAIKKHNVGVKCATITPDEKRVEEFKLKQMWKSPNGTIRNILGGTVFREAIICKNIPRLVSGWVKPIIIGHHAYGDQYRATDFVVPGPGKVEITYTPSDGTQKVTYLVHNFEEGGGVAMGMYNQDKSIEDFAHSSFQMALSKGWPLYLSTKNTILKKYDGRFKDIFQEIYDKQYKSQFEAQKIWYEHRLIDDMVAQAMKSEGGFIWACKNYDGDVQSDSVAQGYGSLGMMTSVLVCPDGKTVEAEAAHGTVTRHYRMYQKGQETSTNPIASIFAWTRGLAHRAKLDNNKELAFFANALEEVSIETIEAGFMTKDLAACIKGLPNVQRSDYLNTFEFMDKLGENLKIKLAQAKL
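IDH1-R132H (0.5 ug/mL) preincubated 30 min with compound, then NADPH (0.016 mM) and alpha-KG (2 mM) added; 80 min at RT, pH 7.5. Remaining NADPH coupled via diaphorase/resazurin to fluorescence (540/590 nm); concentration-response curves normalized to no-enzyme control.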
TrxR1 inh = blocks rat thioredoxin reductase 1. O89049. recombinant rTrxR1, NADPH fluorescence consumption, selenite substrate. Potency, µM (top dose mostly 114 µM), inactives show top-dose activity change, negative = inhibition, hits mostly inhibitors. 1% of 390,000 active. AID 588453; note: potency is the fitted concentration of half-maximal effect; % is set by controls: 0 for no effect and ±100 for the full control effect; nearly all actives have a fitted effect of over 65% in size
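Rat TrxR1 (90 nM in the dispensed reagent) was pre-reduced with 400 uM NADPH for 5 min at room temperature, then incubated with compound for 15 min. After 400 uM selenite was added, NADPH fluorescence (Ex 340/Em 450 nm) was followed for 8 min.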
USP1 inh = inhibitors of human USP1/UAF1 deubiquitinase. O94782. recombinant USP1/UAF1, Ub-Rhodamine cleavage fluorescence. Potency, µM (top dose mostly 57.1 µM), inactives show top-dose activity change, negative = inhibition, most hits filed as inhibitors. 0.23% of 390,000 active. AID 743255; note: potency is the fitted concentration of half-maximal effect; % is set by controls: 0 for no effect and ±100 for the full control effect; nearly all actives have a fitted effect of over 60% in size; inactives centre near -12
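USP1/UAF1 complex (1 nM) preincubated 15 min at room temperature with compound, then Ub-Rho substrate (150 nM final) added. Kinetic fluorescence at 480/540 nm over 6 reads at 60 s intervals; 50 mM HEPES pH 7.8, 0.5 mM EDTA, 0.1 mg/ml BSA, 1 mM TCEP, 0.01% Tween-20.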
Pin1 inh = inhibitors of human Pin1. Potency, µM (highest dose often 115 µM), for the others: at the highest dose activity, negative = inhibition, actives largely listed as inhibitors. Q13526. Pin1 FP peptide displacement, HiFluor488, 10 min. 0.009% of 390,000 active; active = well fitted inhibition curve with a large enough effect in the polarisation, with a control signal flat, not every such curve was filed as active; inconclusive = small, poorly fitted or top-dose-only effect, or effect the other way, or a change in a side signal; inactive = no such curve, though single readings can be large or run the other way; the % refers to the polarisation; note: potency is the fitted concentration of half-maximal effect; % is set by controls: 0 for no effect and ±100 for the full control effect
Target sequence (Q13526 whole entry, looked up): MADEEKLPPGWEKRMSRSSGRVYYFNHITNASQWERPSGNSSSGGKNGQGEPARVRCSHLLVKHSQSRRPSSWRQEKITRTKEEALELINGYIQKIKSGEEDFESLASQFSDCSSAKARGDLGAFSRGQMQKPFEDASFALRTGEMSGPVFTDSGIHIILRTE
TRHR enhancer = allosteric enhancers of human TRH receptor | P34981 | TRHR cells, fluo-8 calcium fluorescence, EC20 TRH enhancement | enhancement, % at 2 µM | 0.66% of 360,000 active; in the data active = enhancement above about 30%; note: 0% is about no effect
Target sequence (P34981 whole entry, looked up): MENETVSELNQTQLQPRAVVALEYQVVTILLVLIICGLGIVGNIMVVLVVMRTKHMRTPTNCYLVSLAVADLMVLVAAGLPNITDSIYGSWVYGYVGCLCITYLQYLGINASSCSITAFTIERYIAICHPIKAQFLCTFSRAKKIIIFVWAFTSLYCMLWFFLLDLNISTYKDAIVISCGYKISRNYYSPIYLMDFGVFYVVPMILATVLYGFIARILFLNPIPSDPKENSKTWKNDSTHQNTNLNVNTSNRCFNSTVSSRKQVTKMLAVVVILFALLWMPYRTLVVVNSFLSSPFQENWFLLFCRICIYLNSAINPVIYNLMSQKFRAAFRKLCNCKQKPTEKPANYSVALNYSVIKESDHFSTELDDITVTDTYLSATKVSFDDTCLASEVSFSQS
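TRHR-expressing cells loaded with fluo-8 calcium dye were read kinetically (ex 480/em 530) during compound addition, then stimulated with an EC20 of TRH (10 nM final). Enhancement of the Gq-mediated intracellular calcium response was scored.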
D2 ag = D2 dopamine receptor (human) agonism; 0.53% of 340,000 active; P14416; activation, % at 2 µM; AID 485358; HEK293 T-REx D2 cells, calcium flux agonist mode;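 active = activation over 3 SD above normal in the single-dose calcium agonist read, cut at about 30% in these data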; note: 0% is about no effect
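Tetracycline-induced HEK293 Trex cells with D2 receptor force-coupled to calcium signaling, plated overnight at 30 C and loaded with no-wash calcium dye. Calcium flux read kinetically for 180 s after compound addition; responses flag agonists.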
TRHR ag = TRH receptor (human) agonism; activation, % at 2 µM; TRHR cells, calcium flux fluo-8, FDSS agonist mode; P34981; AID 493084; 0.18% of 360,000 active; in the data active = activation above about 30%; note: 0% is about no effect
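TRHR-expressing cells loaded with fluo-8 calcium dye; 23 nL library compound pin-transferred, kinetic FDSS fluorescence (Ex 480/Em 530) recorded about 180 s for agonist-induced calcium release, before a 10 nM TRH EC20 addition for potentiator mode.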
TrxR1 substrate = rat thioredoxin reductase 1 substrate activity; purified TrxR1 substrate turnover, NADPH consumption readout; O89049; 0.01% of 390,000 active; AID 588456; Potency, µM (series often up to 114 µM), for the others: at the top dose activity change, negative = substrate turnover; note: potency is the fitted concentration of half-maximal effect; % is set by controls: 0 for no effect and ±100 for the full control effect; nearly all actives have a fitted effect of over 50% in size
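Rat TrxR1, dispensed at 90 nM, was prereduced with 400 uM NADPH (final) for 5 min at ~22 deg C, then incubated with compound 15 min before 400 uM selenite. A first-read NADPH fluorescence drop versus no-compound background flagged substrates.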
D2 antagonist = antagonists of human D2 dopamine receptor; HEK293 TREx D2 cells, calcium flux, dopamine EC80; inhibition, % at 10 µM; 2% of 340,000 active; in the data active = inhibition above about 30%; note: 0% is about no effect
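HEK293 T-REx D2 cells, tet-induced, calcium dye no-wash. Cpd pintool add, 180 s kinetic, then EC80 DA, 180 s kinetic. Ca flux read.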
* hit, by the source's call; ? = inconclusive; · = no result given; [ ] = remark or other dose. Unless noted, calls come from the whole dose curve; as a rule, active = well fitted inhibition curve with a large enough effect; inconclusive = small, poorly fitted or top-dose-only effect; inactive = no such curve, though single readings can be large or run the other way.

Structure,IDH1 R132H inh,TrxR1 inh,USP1 inh,Pin1 inh,TRHR enhancer,D2 ag,TRHR ag,TrxR1 substrate,D2 antagonist
Cc1nn(CC(=O)NCCCN2CCN(C)CC2)c(=O)c2cc(-c3ccccc3)nn12,2%,35%[57.1 µM],-8%,-7%,-3,0.0,0.9,2%[57.1 µM],4
Nc1nc(-c2ccc([N+](=O)[O-])cc2)cc(=O)[nH]1,1%,6%[57.1 µM],-4%,-11%,·,·,·,7%[57.1 µM],·
CC1(C)Cc2c(sc3nc(=S)[nH]c(N)c23)CO1,·,·,·,·,-4,-0.9,0.7,·,4
COc1cc(OC)cc(C(=O)Nn2cnnc2)c1,2%,6%[57.1 µM],9%,-1%,0,0.5,0.1,9%[57.1 µM],1
COc1ccc(C2(CCN=Cc3ccc(N(C)C)cc3)CCOC(C)(C)C2)cc1 (centres undefined),7%,-6%,-19%,4%,6,-3.0,-1.2,-4%,-9
CCCCn1c(SCC(=O)N2CCCC2)nc2c1c(=O)n(C)c(=O)n2C,8%,23%,5%,3%,-2,-0.3,0.7,7%,13
O=C(Nc1ccc(O)cc1)c1cccc(S(=O)(=O)N2CCOCC2)c1,13%,-2%,-11%,-9%,-2,-0.2,0.8,6%,·
O=C(O)c1cccc2c(/C=N/Nc3ccccn3)c[nH]c12,0%,-7%,-21%,3%,1,0.1,0.3,-1%,-1
Cc1ccccc1C(=O)Nc1cccc(C(=O)OCc2cc(=O)n3nc(C4CC4)sc3n2)c1,9%,13%[57.1 µM],-23%,-3%,-3,·,-0.6,6%[57.1 µM],·
CCCCn1c(SCC(=O)Nc2ccc(OCC)cc2)nc2ccsc2c1=O,0%,10%[57.1 µM],7%,3%,-5,0.5,20,1%[57.1 µM],·
COc1ccc(C2CC(=O)c3c(O)cc(O)cc3O2)cc1O (centres undefined),-7%,-9%[57.1 µM],-5%,?,·,·,·,-1%[57.1 µM],·
CC(=O)c1ccc(Nc2c3c(nc4ccccc24)CCCC3)cc1,-7%,-18%,-27%,8%,0,·,-0.4,-13%,·
COc1ccc(-c2cn3cccnc3n2)cc1NC(=O)C(C)C,·,·,·,·,7,-0.2,-0.8,·,3
CCOc1ccc(-c2cn3c(n2)sc2cc(C(=O)NCCc4ccc(OC)c(OC)c4)ccc23)cc1,-11%,15%,-1%,-4%,-4,·,0.5,17%,·
COc1ccc(-c2noc(N3CCC(C(=O)NCc4ccc(F)cc4)CC3)n2)cc1,15%,5%[57.1 µM],-11%,0%,0,1.4,-0.2,-5%[57.1 µM],0
COc1ccc(NC(=O)CSc2cn(CC(=O)N3CCOCC3)c3ccccc23)cc1OC,-20%,5%,?,-2%,0,-0.6,-0.1,0%,·
CC(OC(=O)CNC(=O)COc1ccccc1)C(=O)N(C)Cc1ccccc1 (centres undefined),4%,-4%,-16%,-4%,-4,·,-0.4,-4%,·
CN(C)C=NC(=O)c1cc(C(=O)c2ccc(C(C)(C)C)cc2)c[nH]1,-5%,8%,-15%,0%,-8,0.0,0.8,-6%,-8
Cc1ccc(S(=O)(=O)N2CCC(C(=O)N[C@@H](Cc3ccccc3)C(=O)O)CC2)cc1,1%,1%[57.1 µM],-6%,-5%,5,0.6,0.8,8%[57.1 µM],-23
COc1ccc2c(c1)C1C=CCC1C(c1cc3c(cc1Br)OCO3)N2 (centres undefined),-3%,?,-19%,-3%,·,·,·,-7%,·
CCOc1cc(NS(C)(=O)=O)c(OCC)cc1NC(=O)c1cccs1,19%,9%,-16%,-2%,9,-0.5,-0.3,2%,-4
CCCn1nnnc1SCC(=O)NC1CCCC1,3%,20%,-8%,-5%,1,0.6,0.4,9%,-7
O=C(Nc1ccccc1C(F)(F)F)c1ccc2nccnc2c1,8%,4%,-26%,16%,0,1.3,0.2,0%,3
Cc1cccc(C)c1OCC(=O)Nc1cccc(NC(=O)c2ccco2)c1,2%,-1%[57.1 µM],-22%,1%,-11,-0.2,0.3,2%[57.1 µM],0
O=C(c1ccc(N2CCCCC2)c([N+](=O)[O-])c1)N1CCOCC1,-3%,1%,-2%,?,0,·,-1.1,-5%,·
COC(=O)c1cc(=O)nc2sc(-c3ccc(F)cc3)nn12,8%,0%,-17%,?,1,0.3,0.1,28%,-16
C[C@@H](C(=O)NCc1ccccc1)[C@H]1C[C@]1(C)[C@H](NC(=O)OCc1ccccc1)c1ccccc1,10%,2%[57.1 µM],13%,?,16,0.9,0.5,3%[57.1 µM],-14
C/C(=N\NC(=O)c1ccc(O)cc1)c1cccc(NC(=O)c2ccc(Cl)cc2)c1,3%,25%[11.4 µM],-5%,1%,·,·,·,10%[11.4 µM],·
Fc1ccccc1CNCCC(Cc1ccccc1)c1ccc2c(c1)OCO2 (centres undefined),18%,-4%[57.1 µM],-19%,5%,3,-1.1,-0.3,5%[57.1 µM],-17
COc1ccccc1CN(CC(=O)NCc1ccc2c(c1)OCO2)C(=O)c1ccc2c(c1)OCCO2,3%,9%,-25%,12%,1,0.6,-0.2,2%,-23

A different layout for two compounds above:
Sequence of screens: IDH1 R132H inh, TrxR1 inh, USP1 inh, Pin1 inh, TRHR enhancer, D2 ag, TRHR ag, TrxR1 substrate, D2 antagonist
- O=C(Nc1ccccc1C(F)(F)F)c1ccc2nccnc2c1
  8%, 4%, -26%, 16%, 0, 1.3, 0.2, 0%, 3
- Cc1cccc(C)c1OCC(=O)Nc1cccc(NC(=O)c2ccco2)c1
  2%, -1%[57.1 µM], -22%, 1%, -11, -0.2, 0.3, 2%[57.1 µM], 0

(next part)
Structure,IDH1 R132H inh,TrxR1 inh,USP1 inh,Pin1 inh,TRHR enhancer,D2 ag,TRHR ag,TrxR1 substrate,D2 antagonist
CCN1CCN(S(=O)(=O)c2ccc(Cl)c(C(=O)N(C)CCOc3ccc(Cl)cc3)c2)CC1,12%,4%,-16%,0%,-3,-0.1,2.8,-7%,-9
O=C(C1CC1)N(Cc1nc2ccccc2c(=O)[nH]1)Cc1cccs1,-3%,27%,-24%,-11%,-3,-0.2,0.0,4%,0
S=C(Nc1ccc(Cl)c(Cl)c1)NN1CCOCC1,3%,-4%,-9%,1%,-2,0.6,0.1,1%,20
Cc1nc(N)nc(Cl)c1Cc1ccc(Cl)cc1,0%,7%,-7%,10%,2,-0.2,-0.4,-6%,-7
Cc1ccc(CN2CCN(Cc3cccc(C)n3)CC2CCO)cc1 (centres undefined),-2%,7%[57.1 µM],-2%,-1%,2,1.0,0.3,-4%[57.1 µM],2
COC(=O)C1CN(C(=O)C(C)Oc2cc(C)ccc2C(C)C)c2ccccc2O1 (centres undefined),0%,-6%[57.1 µM],-12%,?,-2,-0.2,0.9,-8%,3
CC(C)(CNC(=O)Cc1ccc(NS(=O)(=O)c2cccc(C(F)(F)F)c2)cc1)N1CCOCC1,2%,-2%,-4%,-2%,-5,-0.4,-0.2,-4%,-3
Cc1cc(C(=O)COC(=O)CNC(=O)c2ccc(Cl)c(Cl)c2)c(C)n1Cc1ccco1,-3%,-2%[57.1 µM],-19%,18%,1,-0.4,0.0,-2%[57.1 µM],-11
COc1ccccc1NC(=O)C(=O)NNC(=O)c1ccco1,-1%,7%,-3%,-15%,-7,-0.2,-0.2,-5%,7
CC(=O)Nc1ccc(S(=O)(=O)NCCC(=O)N2CCN(C(c3ccccc3)c3ccccc3)CC2)cc1,-2%,-8%,-9%,-1%,1,-0.1,-0.3,-12%,7
O=C(Nc1ccc(C(=O)N2CCOCC2)cc1)Nc1ccc(Cl)cc1Cl,12%,15%,-20%,5%,3,·,-0.1,3%,-7
O=C(Cn1cc(C(F)(F)F)ccc1=O)Nc1ccc(N2CCOCC2)cc1,2%,24%[57.1 µM],-16%,-1%,8,0.1,-0.9,7%[57.1 µM],-6
CN(Cc1ccccc1)C(=O)c1[nH]cnc1C(=O)Nc1ccon1,-13%,14%,-1%,-4%,-3,0.2,-0.5,7%[57.1 µM],5
CCCCCCSC1=C(C#N)C(c2ccc(O)cc2)CC(=O)N1 (centres undefined),3%,9%[57.1 µM],-9%,-9%,-7,·,-1.7,0%[57.1 µM],·
Cc1cccc(N2C(=O)CC(NNc3nc4ccccc4s3)C2=O)c1 (centres undefined),2%,5%,2%,5%,-1,0.7,1.4,-5%,-9
CCOC(=O)c1nn(-c2ccc(C)cc2)c(=O)c2c(N)scc12,0%,4%,?,23%,3,0.0,0.0,-16%,0
CN(C)CCCN1C(=O)C(=O)/C(=C(/O)c2ccc3c(c2)OCCO3)C1c1ccco1 (centres undefined),·,·,·,·,0,0.3,0.0,·,-2
Cc1ccc(OCCCCN(C)Cc2ccccc2)c(Br)c1,3%,14%,4%,-1%,2,-1.0,0.7,0%,1
COc1ccccc1NC(=O)NNC(=O)C(C)Oc1ccc2ccccc2c1 (centres undefined),-8%,14%,-17%,-6%,10,0.1,-0.6,-1%,0
CC(C)N(Cc1cn(C)nc1-c1cccc(Cl)c1)Cc1nccn1C,1%,2%[57.1 µM],-18%,8%,-6,-0.1,-2.8,4%[57.1 µM],-4
COc1ccc(C)cc1S(=O)(=O)NC1CCCC1,7%,-9%,6%,9%,9,1.9,1.5,-8%,27
CS(=O)(=O)NCCNc1cc(Cl)ccc1[N+](=O)[O-],9%,2%[57.1 µM],-16%,-8%,15,-1.0,0.4,-2%[57.1 µM],-14
COCCCNC(=O)CSc1nc2cc(OC)c(OC)cc2c2nc(-c3ccccc3)nn12,-11%,20%,?,0%,1,-0.1,0.3,-1%,·
Cn1ncc2c(Nc3ccc4ccccc4c3)ncnc21,4%,-15%,2%,9%,-3,-0.4,-0.2,-1%,-5
CCn1c(COc2ccccc2)nnc1SCC(=O)Nc1cc(OC)ccc1OC,6%,40%[activator],-19%,0%,·,·,·,6%,·

This is a subset, so the mix of outcomes need not match the whole.
